Bioassay records deposited in PubChem by several laboratories.
Autophagy mod = modulators of autophagy; 0.98% of 190,000 active; MEF GFP-LC3 puncta imaging; test concentration mostly 10 µM; calls only at 10 µM (by protocol);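 active = percentage of spot-positive cells more than 3 SD above its plate mean, without a fluorescence outlier flag or 80% toxicity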;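 also: spot-positive cell cutoff set from DMSO-treated cells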
WT yeast gro inh = growth inhibition of WT yeast, mitochondrial fusion screen; mitochondrial fusion phenotypic screen, WT strain; inhibition, % at 10 µM; 2.1% of 190,000 active; in the data active = inhibition above about 58%; tested in S. cerevisiae
bCat nuc transl = modulators of beta-catenin nuclear translocation; HeLa beta-catenin nuclear translocation, immunofluorescence imaging; nuclear translocation activity, % at 5 µM; 0.3% of 190,000 active; AID 1665;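 active = nuclear translocation activity above 50% at 5 µM, with a well cell count of 50 or more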;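 also: per-cell ratio of nuclear to cytoplasmic median beta-catenin stain intensity; plate controls were DMSO negative control for no effect and GSK-3 inhibitor IX positive control for full effect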
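Test system: human HeLa cells, endogenous beta-catenin. Times: 24 h compound exposure, 37°C. Measured by: beta-catenin immunofluorescence imaging with DAPI.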
MT stabilizer = microtubule stabilization, imaging screen | HeLa tubulin immunostaining HCS, 24 h; share of cells brighter than vehicle mean+2SD | % tubulin-high responders, % at 10 µM | 0.83% of 200,000 active | AID 2205;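 active = plate Z-score above 3 for both tubulin-high and condensed-nucleus cell shares, with cell loss under 80%, at 10 µM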;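 also: anti alpha tubulin signal scored within the nucleus-defined area of each cell; some results filed as inactive read as strong as hits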
West Nile antiviral = West Nile virus antiviral activity, cell-based, CPE readout (AID 1621) | West Nile virus-infected cells, CPE inhibition; higher % means a stronger effect | one-dose CPE inhibition, % at 10 µM; IC50 in µM for titrated hits | 0.02% of 290,000 active; in the data active = a potency from the dose series; also: strong numbers were not always called active
Insulin prom up = MIN6 insulin promoter up-regulation | 0.3% of 190,000 active | AID 1625 | z-score at 5 µM | MIN6 insulin promoter-GFP reporter, high-content imaging; active compounds read high;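 active = z-score above 3 at 5 µM with at least 500 cells counted in the well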
T cell HTS = modulates CD8 T cell binding to vesicles. 2C CD8+ T cell-vesicle binding, flow cytometry; active compounds read low. calls only at 7 µM. 0.068% of 330,000 active. AID 2052;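 active = response, share of CD8 T cells binding vesicles, and their 90th percentile fluorescence all below set limits, cut at about 80% in these data, passing the limit was not always enough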
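Assay system: 2C TCR transgenic mouse naive CD8+ T cells, MACS-purified | Read-out: CD8+ gate FL2 mean fluorescence as % of same-row positive control | Signal: High-throughput flow cytometry with anti-B7-1 and anti-CD8 staining | Timing: Binding step 1.5 h, 37 °C, antibody labelling 20 min, ice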
Lipid droplet = hepatic lipid droplet formation modulation. 0.4% of 240,000 active. AML12 mouse hepatocytes, oleate lipid droplets, BODIPY imaging. AID 1656. inhibition, % at 6.5 µM;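 active = lipid droplet intensity inhibited by at least 50%, with more than 500 cells counted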
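Material – mouse AML12 hepatocyte cell line, fixed after treatment · Compound dosing – one dose, 6.5 µM compound · Times – compound with oleate, overnight · Measured by – Image-based BODIPY and DAPI two-channel analysis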
Myeloid diff MLP = compounds promoting myeloid differentiation. ER-HoxA9 myeloid progenitors, lysozyme-GFP differentiation, flow cytometry. calls only at 10 µM. 1% of 360,000 active. AID 624256;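 active = normalized GFP-positive differentiation at or above the plate's own cutoff, the solvent-only control mean plus 3 SD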;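 also: cells exposed to compound for four days before flow analysis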
WT yeast gro inh mutant strain = also measured in WT yeast gro inh; calls as there; inhibition, %; mitochondrial fusion phenotypic screen, mutant strain inhibition
Insulin prom up cell count = second read-out of Insulin prom up, no call of its own (marks repeat the call); cell count; measured here: cytotoxicity, nuclei count;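 total cells summed across four imaged fields per well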
Lipid droplet cells 6.5 µM = recorded beside Lipid droplet, whose call it bears; cell count; measured here: cell count, cytotoxicity flag;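 cells counted across two imaged fields per well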
bCat nuc transl cell count 5 µM = also measured in bCat nuc transl; calls as there; cell count; measured here: cell count, cytotoxicity flag
T cell HTS vesicle-bound % = recorded beside T cell HTS, whose call it bears; double positive events, %; measured here: CD8+ vesicle-bound cell fraction;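 binding gate set so that unloaded-vesicle control wells show 10% double positive cells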
MT stabilizer Hoechst-high % = recorded beside MT stabilizer, whose call it bears; % Hoechst-high responders; measured here: nuclear condensation Hoechst responders;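 share of cells brighter than vehicle mean plus two SD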
MT stabilizer cytotoxicity % = further read-out of MT stabilizer, marked with its call; toxicity, %; measured here: cytotoxicity by cell density;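 0% = mean cell density of plate MIN control wells and 100% = no cells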
Autophagy mod cell loss 18 h = further read-out of Autophagy mod, marked with its call; toxicity, %; measured here: cell loss, nuclei count;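 cell loss after 18 h compound exposure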
Myeloid diff MLP GFP+ MAC1+ % = second read-out of Myeloid diff MLP, no call of its own (marks repeat the call); GFP+ MAC1+ double positive, %; measured here: differentiation confirmed by MAC1 staining
An asterisk follows results filed as active; i = inactive; nt = no result given; + = active, no number.

SMILES	Autophagy mod	Autophagy mod cell loss 18 h	WT yeast gro inh	WT yeast gro inh mutant strain	bCat nuc transl	bCat nuc transl cell count 5 µM	MT stabilizer	MT stabilizer Hoechst-high %	MT stabilizer cytotoxicity %	West Nile antiviral	Insulin prom up	Insulin prom up cell count	T cell HTS	T cell HTS vesicle-bound %	Lipid droplet	Lipid droplet cells 6.5 µM	Myeloid diff MLP	Myeloid diff MLP GFP+ MAC1+ %
Cc1cc(/C([O-])=C(/C(=S)Nc2ccccc2)[n+]2ccccc2)c(C)n1-c1ccccc1	i	-3	22	23	nt	nt	1.6	1.4	9.3	-0.3%	-0.77	864	i	31	-4	748	i	0.0
CC(=O)c1ccc(C(=O)N2CCCC(CCC(=O)N(C)CCc3ccccn3)C2)s1 (stereo not drawn)	i	-5	-9	-21	0.9	1522	3.0	2.7	6.1	-0.4%	-0.42	1133	i	44	4	711	+	1.0*
CC12CC(c3ccccc3O1)N(C(=O)c1ccco1)C(=S)N2c1ccc(F)cc1 (stereo not drawn)	i	-28	25	11	1.8	1377	2.0	2.5	5.6	-0.2%	-0.31	1397	i	31	nt	nt	i	0.9
O=C(CN(Cc1cccs1)C(=O)CNS(=O)(=O)c1ccc(F)cc1)NCC1CCCO1 (stereo not drawn)	i	-15	-1	-10	2.2	1460	3.1	1.2	1.0	-0.6%	0.16	1358	i	20	14	720	i	0.4
CCS(=O)(=O)N1CCC(C(=O)NCc2ccc(F)cc2Cl)CC1	i	-5	7	-8	-1.1	1462	1.2	0.8	5.3	-0.1%	0.94	1647	i	42	nt	nt	i	1.1
CCOc1ccc(CC(=O)N/N=C/c2cccnc2)cc1OCC	nt	nt	nt	nt	nt	nt	nt	nt	nt	-0.4%	nt	nt	i	69	-10	660	i	1.1
Cc1ccc(CNC(=O)C2CC(c3cccc([N+](=O)[O-])c3)=NO2)cc1 (stereo not drawn)	i	-24	57	48	-2.2	825	1.5	1.7	9.0	-0.1%	-0.02	1489	i	50	nt	nt	i	1.1
O=C(CSc1nnc(-c2ccncc2)o1)NCc1ccccc1	i	17	-9	-24	-5.3	526	3.8	2.6	7.0	-0.6%	0.5	1368	i	33	-14	641	i	0.2
CCC(Sc1nc2cc(OC)c(OC)cc2c(=O)n1Cc1ccco1)C(=O)NCCOC (stereo not drawn)	i	-2	5	10	-2.5	940	1.9	1.4	11	0.5%	0.9	1296	i	36	nt	nt	i	0.0
Cn1c2c(c(=O)n(C)c1=O)C(c1ccc(O)cc1)Nc1ccccc1O2 (stereo not drawn)	i	-1	-9	-4	nt	nt	1.3	0.8	6.0	nt	-0.1	1127	i	57	nt	nt	i	2.5
COC(=O)[C@@H]1C[C@@H]2CC[C@@H](O)C[C@@H]2N1Cc1ccc(Cl)cc1	nt	nt	nt	nt	-2.3	1164	nt	nt	nt	0.1%	0	1126	i	20	-3	728	i	0.4
Cc1ccc2nc(-c3ccccc3)cc(C(=O)O)c2c1	i	-6	4	0	1.4	817	1.4	2.7	6.3	0.4%	0.61	1160	i	31	nt	nt	i	1.4
C=CCN1C(=S)CC(c2ccccc2)=Nc2ccccc21	nt	nt	nt	nt	nt	nt	nt	nt	nt	0.3%	nt	nt	i	57	-3	766	i	0.2
Cc1cc(NC(=O)CCC(=O)N(Cc2ccco2)C2(C(=O)NC3CCCCC3)CCCC(C)C2)no1 (stereo not drawn)	nt	nt	nt	nt	nt	nt	nt	nt	nt	-0.2%	nt	nt	i	15	-11	773	i	0.0
CCOc1ccc(NC(=O)CCCn2c(=S)[nH]c3ccsc3c2=O)cc1	i	-24	-6	-2	0.9	1098	nt	nt	nt	-1.1%	-0.37	1213	nt	nt	-6	674	i	0.3
COc1ccc(NC(=O)c2cc3c(CO)cnc(C)c3oc2=Nc2cccc(F)c2)c(OC)c1	nt	nt	nt	nt	nt	nt	nt	nt	nt	-0.7%	nt	nt	i	20	11	778	i	0.2
O=C(CSc1nc2ncc(Cl)cc2[nH]1)NCCc1ccc(F)cc1	i	4	3	9	-2.7	1057	1.6	2.3	7.1	-0.3%	-0.25	1149	i	42	-8	729	i	0.7
CCOC(=O)N1CCN(C(=O)c2ccc(Cl)c(S(=O)(=O)Nc3ccccc3)c2)CC1	i	-1	-2	1	-1.4	1268	2.0	1.5	9.0	0.3%	0.49	1270	i	61	-22	755	i	0.6
Cc1ccc(S(=O)(=O)/N=c2\sccn2C)cc1	i	-7	10	47	-2.5	1337	2.6	1.6	7.1	-0.5%	-0.11	1651	i	19	nt	nt	i	1.0
CCOc1cc(/C=C2/NC(=O)N(CC(=O)Nc3cccc(C)c3)C2=O)ccc1O	i	-12	-8	-2	-1.1	1158	4.0	2.3	6.6	-0.2%	nt	nt	i	31	-25	722	i	0.0
CCCn1cnc2c(cnn2-c2ccc(F)cc2)c1=O	+	-14*	-17	18	-1.0	995	5.5	3.5	2.5	-0.2%	nt	nt	i	47	37	748	i	0.6
COC(=O)c1ccc(NC(=O)CSC2=NCCN2)cc1	i	2	-1	24	-2.1	1091	4.4	2.3	4.6	-0.5%	-0.16	1457	i	32	-14	650	i	0.7
COC(=O)c1ccc(NC(=O)CC2C(=O)N(c3ccc(C)cc3)C(=O)N2CC(C)C)cc1 (stereo not drawn)	i	2	-20	-14	nt	nt	1.1	0.8	4.6	-0.4%	-0.41	906	i	31	11	828	i	3.2
COc1cc(/C=C(/C#N)C(=O)NCc2ccccc2)cc(OC)c1OC	nt	nt	nt	nt	nt	nt	nt	nt	nt	0.9%	nt	nt	i	53	-9	807	i	1.0
CCCC(C(=O)NC1CCCC1)N(C(=O)Cn1nnc(-c2ccc(C)o2)n1)c1ccccc1OC (stereo not drawn)	i	-7	-5	-10	-1.2	1101	3.7	1.9	8.2	-0.7%	-1.8	1125	i	24	nt	nt	i	0.7
(continued)
SMILES	Autophagy mod	Autophagy mod cell loss 18 h	WT yeast gro inh	WT yeast gro inh mutant strain	bCat nuc transl	bCat nuc transl cell count 5 µM	MT stabilizer	MT stabilizer Hoechst-high %	MT stabilizer cytotoxicity %	West Nile antiviral	Insulin prom up	Insulin prom up cell count	T cell HTS	T cell HTS vesicle-bound %	Lipid droplet	Lipid droplet cells 6.5 µM	Myeloid diff MLP	Myeloid diff MLP GFP+ MAC1+ %
Cc1ccc(Nc2c(-c3ccccc3O)nc3ncccn23)cc1	nt	nt	nt	nt	1.8	1307	nt	nt	nt	-0.5%	-0.05	1121	i	35	-1	723	i	0.6
Cc1cc(OC(C)C(=O)NC2CCN(Cc3ccccc3)CC2)c2c(C)cc(=O)oc2c1 (stereo not drawn)	nt	nt	nt	nt	nt	nt	nt	nt	nt	-0.5%	nt	nt	i	33	-6	707	i	0.5
O=C(NC1CCCCC1)c1ccc(S(=O)(=O)N2CCCC2)cc1	i	-2	-17	6	7.5	573	4.4	2.2	5.4	-0.6%	nt	nt	nt	nt	12	678	i	2.8
Cc1ccc(NC(=O)CNC(=O)c2ccc(C)o2)cc1	nt	nt	nt	nt	nt	nt	nt	nt	nt	-0.4%	nt	nt	i	24	12	828	i	0.6
Cc1ccc(C)c(NC(=S)NCc2ccc3c(c2)OCO3)c1	i	6	54	22	-0.8	1049	2.5	2.6	8.4	-0.1%	-0.67	1903	i	32	-16	598	i	0.0
COc1cc(Cl)nn(-c2ccccc2)c1=O	i	1	-6	-20	0.1	545	4.8	3.0	9.9	0.0%	0.4	1312	i	14	33	640	i	2.4
Clc1ccc2nc(CSc3ccccc3)cn2c1	i	23	50	32	0.4	1534	1.4	0.6	2.9	-0.9%	nt	nt	i	56	8	734	i	1.0
Nn1c(SCC(=O)Nc2ccc3c(c2)OCO3)nnc1C1CCCCC1	i	33	32	-14	-1.3	1144	4.3	2.2	1.4	nt	-1.4	1323	i	20	7	788	i	0.4
Cc1nc2sccn2c(=O)c1S(=O)(=O)Nc1cccc(Cl)c1C	nt	nt	nt	nt	nt	nt	nt	nt	nt	-0.4%	nt	nt	i	40	-6	765	i	0.3
O=C(CSc1nnc(NC(=O)c2ccco2)s1)Nc1ccc(F)cc1	i	17	-14	-15	-1.2	923	3.3	1.9	11	-0.3%	0.17	1564	i	40	-8	670	i	0.9
CCC(=O)Nc1ccc(Cl)c(NC(=S)NC(=O)c2cc3ccccc3o2)c1	i	35	-11	10	0.6	1071	3.3	1.7	3.0	-0.2%	-0.35	1425	i	7	-12	710	i	0.4
O=S(=O)(NCc1ccccc1)c1ccc(S(=O)(=O)N(Cc2ccccn2)C2CCCC2)cc1	i	7	-9	1	1.2	571	3.8	2.0	5.1	0.0%	nt	nt	i	42	2	713	i	5.9
O=C(NP(=O)(N1CCOCC1)N1CCOCC1)C1=C(N2CCOCC2)/C(=C\c2ccccc2)CC1	i	7	-9	4	-0.7	1119	4.9	1.8	8.6	0.0%	-0.13	1653	i	55	2	713	i	0.1
Cc1ccccc1OCc1nc2c3cnn(C)c3ncn2n1	i	-5	-5	6	1.1	1037	3.4	2.7	5.3	0.4%	0.57	1324	i	50	-1	757	i	0.8

Compounds shown so far that contain an NH in an aromatic ring, in the order listed:
SMILES	Autophagy mod	Autophagy mod cell loss 18 h	WT yeast gro inh	WT yeast gro inh mutant strain	bCat nuc transl	bCat nuc transl cell count 5 µM	MT stabilizer	MT stabilizer Hoechst-high %	MT stabilizer cytotoxicity %	West Nile antiviral	Insulin prom up	Insulin prom up cell count	T cell HTS	T cell HTS vesicle-bound %	Lipid droplet	Lipid droplet cells 6.5 µM	Myeloid diff MLP	Myeloid diff MLP GFP+ MAC1+ %
CCOc1ccc(NC(=O)CCCn2c(=S)[nH]c3ccsc3c2=O)cc1	i	-24	-6	-2	0.9	1098	nt	nt	nt	-1.1%	-0.37	1213	nt	nt	-6	674	i	0.3
O=C(CSc1nc2ncc(Cl)cc2[nH]1)NCCc1ccc(F)cc1	i	4	3	9	-2.7	1057	1.6	2.3	7.1	-0.3%	-0.25	1149	i	42	-8	729	i	0.7
